HIV peptide binding = cell-free HIV fusion peptide-binding blockers – biochemical, uHTS, fluorescence dequenching, primary screen (AID 1986); one-dose inhibition, % at 20 µM; IC50 in µM for titrated hits; cell-free peptide binding, fluorescence dequenching, 30 min; higher % means a stronger effect; 290,000 tested, 0.3% active; in the data active = inhibition mostly above about 52%, no sharp cut-off; inactive = mostly below about 76%; also: some results filed as inactive read as strong as hits
NS5 inhibitors = Dengue-2 NS5 methyltransferase inhibitors, primary screen, biochemical, confirmation dose response (AID 588689) | Dengue-2 NS5 methyltransferase capping enzyme assay, biochemical; higher % means a stronger effect | inhibition, % at 25 µM, or IC50 in µM where a hit was titrated | 340,000 tested, 0.3% active; in the data active = a potency from the dose series; inconclusive = inhibition above about 29% without an active follow-up result
XIAP antagonists = XIAP antagonists, biochemical, IAP family, fluorescence polarization (AID 1018); displacement, % at 20 µM; hits with a dose series show IC50 in µM; 200,000 tested, 0.007% active; XIAP BIR domain, fluorescence polarization peptide displacement; higher % means a stronger effect; in the data active = displacement above about 50%; also: a part of the inactive calls stands beside numbers as strong as those of hits
RSV CPE inhibition = inhibition of RSV-induced cytopathic effect – HEp-2 cells, primary 10 µM value included (AID 2391) | HEp-2 cells, RSV-induced CPE inhibition; higher % means a stronger effect | CPE inhibition, % at 10 µM, or IC50 in µM where a hit was titrated | 310,000 tested, 0.13% active; in the data active = a potency from the dose series; inconclusive = CPE inhibition mostly from about 23% at the one dose, without a potency; inactive = the rest, 99 in 100 with CPE inhibition below about 21%; also: strong numbers were not always called active
Siah-1 displacement = blockers of Siah-1 interaction with plectin peptide – biochemical, fluorescence polarization, rhodamine-plectin, uHTS, primary screen (AID 1817); displacement, % at 20 µM; hits with a dose series show IC50 in µM; Siah-1 / rhodamine-plectin peptide fluorescence polarization; higher % means a stronger effect; 290,000 tested, 0.02% active;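 active = displacement of at least 50% at 20 µM, with a fluorescence ratio check between 0.3 and a set limit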;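 also: plate controls were Siah plus tracer with DMSO for no effect and tracer alone without Siah for full effect; strong numbers were not always called active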
MgcRacGAP inhibition = MgcRacGAP GTPase-activating activity inhibitors, confirmation, biochemical, ADP Hunter fluorescence | 340,000 tested, 0.6% active | MgcRacGAP-stimulated Rac1 GTP hydrolysis, ADP Hunter fluorescence; higher % means a stronger effect; GST-tagged Rac1 F28L mutant substrate | one-dose inhibition, % at 30 µM; IC50 in µM for titrated hits;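 active = first-screen hits whose inhibition reached a set limit at any dose in the follow-up dose series; inconclusive = inhibition above the set first-screen limit but never retested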;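 also: fluorescence reports GDP produced by GAP-driven GTP hydrolysis; strong numbers were not always called active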
LYP phosphatase = PTPN22 lymphoid phosphatase activity blockers – biochemical, fluorescence intensity, uHTS (AID 1779); inhibition, % at 11.5 µM; hits with a dose series show IC50 in µM; recombinant LYP phosphatase, fluorescence intensity; higher % means a stronger effect; 290,000 tested, 0.054% active; in the data active = inhibition above about 50%;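 also: plate controls were vehicle with enzyme for no effect and no enzyme for full effect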
Large T inhibition = SV40 large T antigen inhibitors, biochemical (AID 1903). 310,000 tested, 0.39% active. SV40 large T antigen ATPase/helicase inhibition assay; higher % means a stronger effect. inhibition, % at 20 µM, or IC50 in µM where a hit was titrated; in the data active = a potency from the dose series; inconclusive = inhibition mostly from about 32% at the one dose, without a potency; inactive = the rest, 99 in 100 with inhibition below about 32%; also: strong numbers were not always called active
AID2073 = inhibitors of Mint1-CaV2.2 protein interaction, biochemical, HTRF (AID 2073); inhibition, % at 20 µM; hits with a dose series show IC50 in µM; 290,000 tested, 0.19% active; HTRF protein-protein interaction, Mint1-CaV2.2; higher % means a stronger effect; in the data active = inhibition mostly above about 51%, no sharp cut-off; inconclusive = no clear call, values can overlap the other calls; inactive = mostly below about 53%; also: some results filed as inactive read as strong as hits
NS5 inhibitors pilot replicate = second read-out of NS5 inhibitors, no call of its own (marks repeat the call); inhibition, %; measured here: pilot screen replicate inhibition
* marks the source's active call; other numbers are inactive results; ? = inconclusive; nt = not tested or not shown.

SMILES | HIV peptide binding | NS5 inhibitors | XIAP antagonists | RSV CPE inhibition | Siah-1 displacement | MgcRacGAP inhibition | LYP phosphatase | Large T inhibition | AID2073 | others
CNc1nc(NCc2ccccc2)c2ccccc2n1 | 0.4% | -1% | nt | 10% | 5% | 12% | -7% | 10% | -2%
C/C(CC(=O)Nc1ccccc1F)=N\NC(=O)Cc1ccc(Cl)cc1 | -0.6% | nt | -1.0% | 1.9% | -6% | 4% | -6% | 10% | 6%
S=c1[nH]nc(Cc2ccccc2)n1-c1ccccc1 | -0.3% | -16% | -7.3% | 1.5% | 2% | 6% | 1% | 18% | -16%
COCCn1c(-c2ccc3ccccc3c2)nc2c1c(=O)[nH]c(=O)n2CC(C)C | -1.1% | -2% | nt | 16% | 5% | 8% | -10% | 16% | 15%
COc1ccccc1NC(=O)C1CCCCC1 | -2.5% | -4% | -9.7% | 0.7% | -2% | 8% | -9% | -1% | 9%
Cc1cc(C)cc(N(CC(=O)N2CCN(c3ccccc3)CC2)S(=O)(=O)c2c(C)noc2C)c1 | -1.1% | -7% | -2.9% | 2.6% | -1% | 4% | -4% | 0% | 0%
CCN1CCN(C(c2cccc(OC)c2)c2sc3nc(C)nn3c2O)CC1 (configuration not stated) | 0.0% | -4% | 1.4% | 0.2% | 2% | 0% | 0% | 7% | -2%
Cc1sc2nc(SCC(=O)NCc3ccco3)[nH]c(=O)c2c1C | -0.8% | -1% | -3.1% | 1.2% | -1% | 7% | 4% | -2% | -6%
COc1ccc(CC(=O)O/N=C(\N)c2ccc(OC)cc2)cc1 | 1.2% | -6% | nt | 6.6% | 2% | 8% | 5% | 17% | 13%
CCOC(=O)Cc1csc(NC(=O)CSc2nnc(-c3ccc(C)cc3)o2)n1 | 0.3% | -2% | -1.0% | 1.0% | 1% | 5% | -3% | 12% | -4%
Cc1cc(C(C)(C)C)cc(C)c1S(=O)(=O)N1CCN(C(=O)c2cc([N+](=O)[O-])c[nH]c2=O)CC1 | 10% | 7% | nt | 21% | 14% | 4% | 3% | 25% | 9%
Cc1nc(S(=O)(=O)c2ccc(Cl)cc2)nc2c1CCC2 | 0.8% | -1% | -5.2% | 0.9% | 4% | 7% | -7% | 3% | 0%
CCOCCCN1CN(Cc2ccccc2)CNC1=S | 0.5% | 2% | -2.2% | 0.9% | -4% | 7% | 4% | 24% | -6%
COc1ccccc1OC(=O)c1cc2ccccc2oc1=O | -1.0% | -5% | nt | 3.4% | 14% | 13% | -9% | 12% | 4% | NS5 inhibitors pilot replicate=-1.8
O=C(NCc1ccccn1)c1cc2c(ccc3ccccc32)oc1=O | -1.8% | 9% | -6.9% | 2.0% | 0% | 4% | -19% | 6% | 13%
CN(C)NC1CC(=O)N(c2ccccc2)C1=O (configuration not stated) | -0.4% | 5% | -2.5% | 1.5% | 4% | 0% | -3% | 24% | -8%
O=C(N/C(=C/c1cccs1)c1nc2ccccc2[nH]1)c1ccccc1 | -2.1% | -9% | -9.1% | -0.4% | 3% | 1% | 1% | 10% | 6%
CCn1ncc(C2=NOC(C(=O)Nc3ccc(C)cc3)C2)c1C (configuration not stated) | 1.2% | 2% | -5.5% | 14% | -3% | 6% | -1% | 1% | 4%
O=C(CCc1nnc(CCCc2ccccc2)o1)NCCc1ccccc1 | 0.7% | -12% | -7.2% | 0.0% | -2% | 10% | -1% | 6% | 29%
O=C(c1ccco1)N1CCN(c2nc(C3CC3)nc3c2nnn3Cc2ccccc2Cl)CC1 | 3.5% | -5% | -1.8% | 16% | 4% | 6% | 4% | 6% | 23%
COc1ccc(-c2ccc3oc(-c4ccc(OC)cc4)c(C#CCCO)c3c2)cc1 | nt | 4% | nt | 3.5% | nt | 4% | nt | 4% | nt
Cc1cccc(C)c1NC(=O)CN1CCc2ccccc2C1 | nt | -18% | nt | -0.4% | nt | 0% | nt | 7% | nt
COc1ccc(C2CC(c3ccccc3)Nc3nc(N)nn32)cc1 (configuration not stated) | 0.6% | -2% | -4.0% | 0.0% | 1% | 2% | -7% | 7% | 1%
Cc1nn(Cc2ccccc2)c(=O)n1N(C)c1ncc(C(F)(F)F)cc1Cl | -1.1% | -3% | -3.1% | 0.8% | 1% | 8% | -4% | 13% | -2%
Cc1cc(Nc2ccc3ccccc3c2)n2ncnc2n1 | 5.1% | 4% | -4.2% | ? | 2% | 23% | 4% | 5% | 13%

Random excerpt: three entries already listed
SMILES | HIV peptide binding | NS5 inhibitors | XIAP antagonists | RSV CPE inhibition | Siah-1 displacement | MgcRacGAP inhibition | LYP phosphatase | Large T inhibition | AID2073 | others
COc1ccc(C2CC(c3ccccc3)Nc3nc(N)nn32)cc1 (configuration not stated) | 0.6% | -2% | -4.0% | 0.0% | 1% | 2% | -7% | 7% | 1%
Cc1sc2nc(SCC(=O)NCc3ccco3)[nH]c(=O)c2c1C | -0.8% | -1% | -3.1% | 1.2% | -1% | 7% | 4% | -2% | -6%
C/C(CC(=O)Nc1ccccc1F)=N\NC(=O)Cc1ccc(Cl)cc1 | -0.6% | nt | -1.0% | 1.9% | -6% | 4% | -6% | 10% | 6%

Other entries
SMILES | HIV peptide binding | NS5 inhibitors | XIAP antagonists | RSV CPE inhibition | Siah-1 displacement | MgcRacGAP inhibition | LYP phosphatase | Large T inhibition | AID2073 | others
O=C(CCNS(=O)(=O)c1cccs1)NCc1ccco1 | 2.0% | -6% | 0.7% | 0.3% | -1% | 9% | -10% | 18% | -5%
CCOc1ccc(C(=O)C2CCN(C(=O)c3ccc([N+](=O)[O-])cc3)CC2)cc1 | -2.0% | -7% | nt | 5.0% | -6% | 12% | -6% | -4% | 6%
C=CCOc1ccccc1CNc1ccc2c(c1)OCCO2 | 16% | 6% | -3.9% | 1.9% | -1% | ? | -2% | 26% | -7%
COc1ccc(CCN(C(=O)c2ccc(F)cc2)C2=CC3CCC(C2)N3C)cc1OC (configuration not stated) | -0.3% | 1% | -3.5% | 1.1% | -2% | 6% | -2% | nt | -8%
CC(=O)Nc1nc2ccccc2n1Cc1ccc(C)cc1 | 2.3% | -21% | -6.7% | 0.1% | 8% | -23% | -8% | 10% | 29%
CCOC(=O)C[n+]1c(C)sc2ccc(OC)cc21 | -2.7% | -10% | -4.3% | 1.2% | 1% | ? | -3% | 22µM* | 8%
Cc1cc(NC(=O)CCCn2nc(C)c([N+](=O)[O-])c2C)no1 | -0.5% | -2% | -5.7% | 0.3% | -3% | 8% | -2% | 10% | 44%
CC1Cc2nc(SCC(N)=O)n(C)c(=O)c2S1 (configuration not stated) | 2.9% | -6% | -12% | 0.8% | 3% | 9% | -9% | 5% | 4%
CN1CCN(S(=O)(=O)Cc2ccc(Cl)cc2)CC1 | -1.0% | 2% | nt | 0.1% | -4% | 13% | -6% | 4% | 26%
O=C(CN1CCOCC1)NCCC12CC3CC(CC(C3)C1)C2 | -0.3% | -4% | -3.7% | 0.2% | 0% | 9% | -12% | 27% | -2%
Cc1ccc([C@@H]2CC=C(C(=O)O)CN2S(=O)(=O)c2ccc(C)cc2)cc1 | nt | -2% | nt | 3.3% | nt | 4% | nt | 14% | nt
Cn1c(SCC(=O)NC(=O)NCc2ccco2)nnc1C(F)(F)F | -1.5% | -6% | -0.4% | 1.2% | 5% | 3% | -8% | 6% | -3%
CCn1nc(C)c(CN2CCN(Cc3ccsc3)C(CCO)C2)c1C (configuration not stated) | 3.0% | -5% | -3.9% | 1.0% | 13% | 6% | -9% | nt | 5%
COC(=O)Nc1ccc(S(=O)(=O)N2CCCCC2)cc1 | 3.2% | 3% | -3.0% | -0.3% | 1% | 4% | 3% | 22% | -4%
CCOC(=O)c1c(NC(=S)NCCc2ccccc2)sc2c1CC(C(C)C)OC2 (configuration not stated) | 3.9% | 7% | -7.4% | 12% | -1% | 4% | -4% | 4% | 16%
Cc1ccc(Cn2c(SCC(=O)N(C)C3CCS(=O)(=O)C3)nc3ccccc3c2=O)cc1 (configuration not stated) | nt | -13% | nt | 2.5% | nt | 4% | nt | 13% | nt
Cc1ccc(S(=O)(=O)N2CCN(C(=O)c3cc4c(C)nn(-c5ccccc5)c4s3)CC2)cc1 | -0.9% | -13% | -1.9% | nt | 4% | 5% | 5% | 17% | 7%
O=C(Nc1nnc(-c2ccccc2)s1)c1ccc(F)cc1 | -0.6% | 1% | -5.1% | -0.8% | 2% | 6% | -1% | 6% | 22%
Oc1ccc(C23CC4CC(CC(C4)C2)C3)cc1O | 11% | 14% | nt | 3.6% | 4% | -8% | -1% | -1% | 5%
CCOC(=O)c1ccc(NC(=O)CSc2nnc(C3CC3)n2CC)cc1 | -0.6% | -9% | 1.2% | 1.4% | 13% | 1% | -3% | 24% | 5%
NCCc1c(-c2ccccc2)n(-c2ccccc2)c2ccccc12 | -0.6% | -1% | -5.4% | nt | -4% | 3% | -4% | 9% | 18%
CCOC(=O)CN1CC23C=CC(O2)C(C(=O)NC2CCCC2)C3C1=O (configuration not stated) | -0.7% | -5% | -5.7% | 1.0% | 0% | 1% | -4% | 5% | -4%
COc1cc([N+](=O)[O-])cc(/C=N/NC(=O)CC#N)c1O | 52% | nt | -0.5% | nt | 42% | nt | -1% | 47% | 4%
COc1ccc(OCCSc2nnc3c(Cl)cc(Cl)cn23)cc1 | -1.3% | -7% | -7.9% | 2.3% | -7% | 3% | -1% | 3% | -3%
CC(=O)Nc1cc(NC(=O)CCCC(=O)O)ccc1Cl | -0.4% | 0% | -2.0% | 0.4% | -1% | 1% | -6% | -7% | 2%

(cont.)
SMILES | HIV peptide binding | NS5 inhibitors | XIAP antagonists | RSV CPE inhibition | Siah-1 displacement | MgcRacGAP inhibition | LYP phosphatase | Large T inhibition | AID2073 | others
CCCCN1CCCCC1C(=O)Nc1c(C)cc(C)cc1C (configuration not stated) | -1.8% | -9% | -2.0% | 0.7% | -5% | 2% | -4% | 3% | 3%
Cc1ccc(N2CCN(S(=O)(=O)N3CCCCC3)CC2)cc1C | -0.6% | -7% | -1.3% | 1.5% | -4% | -1% | -5% | 6% | -23%
CN(Cc1ccccc1)C(=O)COC(=O)C1CCN(S(=O)(=O)c2cccs2)CC1 | -1.0% | nt | -4.0% | -0.2% | -5% | nt | -7% | 7% | -2%
COCCCNC(=O)Cn1ncc2ccsc2c1=O | 2.1% | -2% | -2.9% | 3.4% | -3% | 9% | -12% | 5% | -4%
COc1ccc(N(CC(=O)NCc2ccc(Cl)cc2)S(=O)(=O)c2c(C)n[nH]c2C)cc1 | 0.5% | -6% | nt | 2.7% | 10% | -1% | -10% | 13% | 2%
Cc1ccccc1NC(=O)CSc1nc2ccccc2c(=O)n1C | -1.7% | nt | nt | 2.0% | 2% | 11% | -6% | 7% | 2%
CC(C)CC(=O)Nc1ccc2nn(-c3ccccc3)nc2c1 | 1.2% | -1% | -2.7% | 21% | 18% | 6% | -8% | 9% | 10%
CS(=O)(=O)N1CCN(c2ccc(NC(=S)NC(=O)c3ccc4c(c3)OCO4)cc2)CC1 | 0.6% | -5% | -1.9% | -1.7% | 6% | -4% | 0% | 1% | 25%
COc1ccc(C(=O)Nc2ccc(C(=O)Nc3cccc(C)c3)cc2)cc1 | -0.5% | -6% | nt | 5.0% | -7% | 7% | -8% | 5% | 41%

Source: PubChem
